Akt phos inh – HTS Assay for Inhibitors of Akt Phophorylation: Primary Screen; Neuro2A IGF-stimulated pAkt S473 HTRF, 20 min; stronger effect = lower value; activity change, % for hits at 50 µM; 360,000 tested, 0.32% active; AID 651550, 2012; in the data active = activity change below about -80%; inconclusive = mostly about -51% to -80%; also: % is scaled to controls: 0 for no effect and ±100 for the full control effect
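Neuro2A cells in DMEM with 0.5% FBS, overnight at 37 deg C, given compound at single 50 µM final, then IGF (6 nM final) for 20 min at 37 deg C. Lysed; phospho-Akt Ser473 by HTRF after 24 h, 665/615 ratio.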
TGFb inhibitor – qHTS for Inhibitors of TGF-b; HepG2 CAGA-GFP TGF-b/SMAD3 reporter, GFP fluorescence, 18 h; TGF-beta stimulated, 500 pg/mL final; Potency, µM (titrated, usually from 46.1 µM), without a hit: at the top dose activity, negative = inhibition, usual class: inhibitors; 410,000 tested, 1.2% active; AID 588855, 2011; also: potency is read from the fitted curve at half-maximal effect; % is scaled to controls: 0 for no effect and ±100 for the full control effect; nearly all actives have a fitted effect of over 65% in size
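Cell-based qHTS in HEPG2 carrying a CAGA-GFP Smad reporter; compounds added before 500 pg/mL final TGF-beta, 18 h incubation at 37 degrees C, GFP fluorescence quantified per cell by imaging cytometry.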
CCT modulator – High-Throughput Screening for Modulators of Cytosolic Chaperonin Activity; activity change, % (no concentration beside the values), hits read low; 360,000 tested, 0.3% active; purified chaperonin ATPase assay, HTRF ADP detection, 30 min; in the data active = activity change below about -30%; also: % is scaled to controls: 0 for no effect and ±100 for the full control effect
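TRiC (40 or 20 nM final, by batch activity) in 30 mM Tris pH 7.4, 100 mM KCl, 5 mM MgCl2, 1 mM DTT was treated with compound at 76 uM single dose, then 10 uM ATP, 30 min at 37 °C. ADP was read by HTRF Transcreener.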
EPAC2 antag – qHTS for Antagonist of cAMP-regulated guanine nucleotide exchange factor 2 (EPAC2): primary screen; 360,000 tested, 0.18% active; EPAC2 GEF exchange of Rap1B-BODIPY-GDP, fluorescence; AID 720708, 2013; Potency, µM (titrated, usually from 114 µM), inactives show at the top dose activity, negative = inhibition, most hits filed as inhibitors; also: potency is read from the fitted curve at half-maximal effect; % is scaled to controls: 0 for no effect and ±100 for the full control effect; nearly all actives have a fitted effect of over 45% in size; many of its hits are not listed in these tables
Target sequence (Q8WZA2 whole entry, looked up): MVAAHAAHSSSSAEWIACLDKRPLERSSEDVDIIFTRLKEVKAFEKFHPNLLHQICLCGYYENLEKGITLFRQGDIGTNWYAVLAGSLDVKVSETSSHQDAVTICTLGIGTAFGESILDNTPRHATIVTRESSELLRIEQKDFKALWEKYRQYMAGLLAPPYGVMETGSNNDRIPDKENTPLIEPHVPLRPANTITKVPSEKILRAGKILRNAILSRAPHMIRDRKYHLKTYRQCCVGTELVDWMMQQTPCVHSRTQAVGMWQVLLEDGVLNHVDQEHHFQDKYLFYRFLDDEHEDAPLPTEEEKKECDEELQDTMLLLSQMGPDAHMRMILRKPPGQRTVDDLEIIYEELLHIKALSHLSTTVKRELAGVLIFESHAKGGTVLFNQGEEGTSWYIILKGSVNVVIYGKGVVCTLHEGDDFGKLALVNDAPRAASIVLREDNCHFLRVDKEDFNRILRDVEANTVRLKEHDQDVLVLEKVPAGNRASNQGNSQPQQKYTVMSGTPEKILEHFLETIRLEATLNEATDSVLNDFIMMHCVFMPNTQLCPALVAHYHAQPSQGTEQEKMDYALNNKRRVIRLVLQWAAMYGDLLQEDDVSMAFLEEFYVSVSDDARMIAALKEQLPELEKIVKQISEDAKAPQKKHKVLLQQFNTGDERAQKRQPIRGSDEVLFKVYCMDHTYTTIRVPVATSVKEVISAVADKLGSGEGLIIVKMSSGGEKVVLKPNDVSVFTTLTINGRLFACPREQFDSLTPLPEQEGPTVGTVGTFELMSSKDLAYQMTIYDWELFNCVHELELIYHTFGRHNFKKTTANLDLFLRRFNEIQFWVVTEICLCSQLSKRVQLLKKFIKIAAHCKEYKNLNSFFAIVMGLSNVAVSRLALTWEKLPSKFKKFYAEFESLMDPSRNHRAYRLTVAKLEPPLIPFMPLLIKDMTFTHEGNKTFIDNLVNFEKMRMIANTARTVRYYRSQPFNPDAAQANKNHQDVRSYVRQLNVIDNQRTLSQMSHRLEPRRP
MmCpn inh – Inhibitors of TCP-1 ring complex (TRiC) of Methanococcus maripaludis (MmCpn): qHTS | purified Mm-Cpn ATPase, ADP Transcreener TR-FRET | 330,000 tested, 0.031% active | Potency, µM (series often up to 76.9 µM), for inactives: top-dose activity, negative = inhibition, hits mostly inhibitors | AID 504842, 2011; also: potency is read from the fitted curve at half-maximal effect; % is scaled to controls: 0 for no effect and ±100 for the full control effect; nearly all actives have a fitted effect of over 80% in size
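25 nM Mm-CPN + cpd, 10 min 37°C; + 10 uM ATP, 30 min 37°C; buffer 30 mM Tris pH 7.4, 100 mM KCl, 5 mM MgCl2, 1 mM DTT; Transcreener ADP HTRF detection 30 min RT.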
A549 viability – Nrf2 qHTS screen for inhibitors: counterscreen for cytotoxicity. Potency, µM (top dose mostly 46 µM), for the others: at the top dose activity change, negative = cytotoxicity, usual class: inhibitors. 390,000 tested, 0.16% active. AID 504648, 2011. A549 ARE-Fluc cells, CellTiter-Fluor viability, 18-24 h; also: potency is read from the fitted curve at half-maximal effect; % is scaled to controls: 0 for no effect and ±100 for the full control effect
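Cytotoxicity counterscreen: CellTiter-Fluor fluorescence was measured in A549 ARE_Fluc cells after 18-24 h of compound exposure in a concentration series. The subsequent BugLite luminescent read reports ARE-luciferase activity.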
Nrf2 activator – qHTS of Nrf2 Activators; AREc32 ARE-luciferase reporter (MCF7-derived line), luminescence, 24 h; Potency, µM (series often up to 46.1 µM), for inactives: at the top dose activation, hits mostly activators; 410,000 tested, 0.31% active; AID 624171, 2012; also: potency is read from the fitted curve at half-maximal effect; % of control where 0% means no effect; nearly all actives have a fitted effect of over 65% in size
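Quantitative high-throughput format: AREc32 reporter cells, 1000 per well, received compound by pin transfer and were incubated 24 hr at 37 deg C, 5% CO2, before Steady-Glo luminescence detection.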
Nrf2 inh – Nrf2 qHTS screen for inhibitors | A549 ARE-Fluc reporter, luciferase luminescence, 18-24 h | Potency, µM (series often up to 46 µM), for the others: at the top dose activity change, negative = inhibition, most hits filed as inhibitors | 360,000 tested, 2.1% active; also: potency is read from the fitted curve at half-maximal effect; % is scaled to controls: 0 for no effect and ±100 for the full control effect; nearly all actives have a fitted effect of over 60% in size
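Cells were seeded and rested 2 h, then exposed to compounds for 18-24 h. CellTiter-Fluor was read first as a viability measure. BugLite was added 15 min before the final luminescent read of ARE-luciferase activity in A549 cells.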
EPAC2 ag – qHTS for Agonist of cAMP-regulated guanine nucleotide exchange factor 4 (EPAC2): primary screen; EPAC2 activation, biochemical qHTS; response scale: 100% = 6.5 mM cAMP response; Potency, µM (highest dose often 154 µM), inactives show at the top dose activation, actives largely listed as activators; 360,000 tested, 0.079% active; AID 720711, 2013; also: potency is read from the fitted curve at half-maximal effect; nearly all actives have a fitted effect of over 50% in size
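Fluorescence exchange assay: 100 nM EPAC2 with 250 nM RAP1B-BODIPY-GDP and 50 uM GDP; compounds tested as a concentration-titration series (qHTS). Loss of Rap1-bound BODIPY-GDP fluorescence read at 480/540 nm; data normalized to 6.5 mM cAMP.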
* marks the source's active call; other numbers are inactive results; i = inactive; ? = inconclusive; nt = not tested or not shown; [ ] = dose if it differs, or a comment. Unless noted, calls follow the shape of the dose curve; as a rule, active = well fitted curve in the direction sought with a large enough effect; inconclusive = small, poorly fitted or top-dose-only effect, or another doubt; inactive = no such curve, though single readings can be large; an effect the other way counts as inactive or inconclusive. An excerpt (hit frequency here may not be typical).

A first look (two entries):
SMILES | Akt phos inh | TGFb inhibitor | CCT modulator | EPAC2 antag | MmCpn inh | A549 viability | Nrf2 activator | Nrf2 inh | EPAC2 ag
O=C(NCCc1cccc(Cl)c1)c1ccc(Cl)c([N+](=O)[O-])c1 | i | -26.3% | -2.4 | -0.6% | 2.7% | 0.1% | 12.6% | 6.1% | 17.3%
Cc1ccccc1Nc1nc(N)nc(CN(C)c2ccccc2)n1 | i | 0.5% | -0.4 | -0.7% | -4.0% | -1.6% | 2.3% | ? | 0.6%

All compounds of this part (from the top)
SMILES | Akt phos inh | TGFb inhibitor | CCT modulator | EPAC2 antag | MmCpn inh | A549 viability | Nrf2 activator | Nrf2 inh | EPAC2 ag
O=C(NCCc1cccc(Cl)c1)c1ccc(Cl)c([N+](=O)[O-])c1 | i | -26.3% | -2.4 | -0.6% | 2.7% | 0.1% | 12.6% | 6.1% | 17.3%
Cc1ccccc1Nc1nc(N)nc(CN(C)c2ccccc2)n1 | i | 0.5% | -0.4 | -0.7% | -4.0% | -1.6% | 2.3% | ? | 0.6%
O=C1Nc2ccccc2C(=O)N2[C@H](c3ccccc3)[C@@H]3C(=O)N(Cc4ccccc4)C(=O)[C@@H]3[C@H]12 | i | -0.9% | -3.0 | 4.6% | -0.3% | 5.8% | -0.7% | 8.1% | 1.8%
COC(=O)c1c(C)oc(C)c1S(=O)(=O)NC(c1ccccc1)c1ccccc1 | i | -14.6% | -1.4 | -22.2% | -0.6% | 7.3% | 2.4% | -0.6% | 15.2%
COc1ccc(N2CCN(C(=O)Cc3ccc(Br)cc3)CC2)cc1 | i | -20.9% | 0.0 | 2.9% | -0.9% | 9.0% | 3.0% | ? | 13.2%
O=C(NCc1cccs1)c1ccc2c(c1)sc1nc(-c3ccc(F)cc3)cn12 | nt | -13.2% | nt | nt | nt | 9.0% | 5.7% | -5.0% | nt
COc1ccccc1-c1nnc2sc(-c3cc4ccccc4o3)nn12 | i | 14.6% | -0.1 | 0.8% | -0.4% | -4.0% | 0.0% | 2.1% | -3.0%
CCOC(=O)c1ccc(OCc2c(C)noc2C)cc1 | i | 4.2% | 0.2 | 4.8% | -0.4% | 2.4% | 0.4% | -19.4% | -3.7%
COc1ccc(-c2ccc(C(=S)N3CCN(C(C)=O)CC3)o2)cc1 | i | 4.5% | 0.1 | 9.0% | -6.0% | -14.5% | 3.3% | 5.4% | 8.8%
NC(c1csc(Nc2nccc(C(F)(F)F)n2)n1)C1CCCCC1 (stereo not given) | i | ? | -10.1 | 12.5% | nt | nt | 5.7% | nt | 3.1%
CCCN(CCC)S(=O)(=O)c1ccc(C(=O)Nc2ccc(OCC(=O)N3CCOCC3)cc2)cc1 | nt | -4.2% | 0.6 | -2.6% | -0.6% | 3.2% | -1.0% | ? | -7.7%
CC(=O)c1sc(Nc2ccc(C)cc2)nc1C | i | -0.3% | -5.2 | 10.1% | -0.3% | -1.1% | -0.6% | 2.3% | 6.7%
Cc1ccc(NC(=O)[C@H](C)NC(=O)C2CCN(C(=O)[C@@H](N)CC(C)C)CC2)cc1 | i | 2.8% | 2.0 | -0.8% | -2.0% | -18.2% | 3.0% | 12.9% | -1.0%
CCOCCn1c(SCc2ccc(F)cc2)nc2c1c(=O)[nH]c(=O)n2C | i | 5.8% | -0.5 | 4.7% | -1.9% | 7.7% | 1.2% | -11.6% | 8.9%
COc1ccccc1NC(=O)CSc1nnc(-c2ccoc2C)n1CCc1ccccc1 | i | 0.0% | 2.8 | -6.5% | ? | -7.6% | -0.5% | -6.8% | -8.4%
CCOc1cc(NC(=S)NCCCN2CCOCC2)c(OCC)cc1NC(=O)c1cccc(C)c1 | i | -3.6% | 0.1 | 17.5% | 4.0% | -2.2% | 0.4% | 8.4% | 1.5%
Cc1cccc(CN2CCCC(C(=O)Nc3ccc(-c4cscn4)cc3)C2)c1 (stereo not given) | i | -3.7% | 0.4 | -6.0% | -2.2% | -14.1% | -0.9% | 20.0% | 5.9%
CC(=O)C1=C(O)C(=O)N(c2ccc(Br)cc2)C1c1ccc(Cl)cc1 (stereo not given) | i | -10.6% | -2.4 | ? | -9.6% | -12.3% | -0.7% | -19.3% | -1.7%
CC(C)(C)NC(=O)NC(=O)CSc1cccc(C(F)(F)F)c1 | i | -3.8% | -1.7 | 0.1% | -0.2% | 13.0% | 0.8% | 6.7% | 1.0%
O=C(CCC(=O)N1CCOc2ccc(Cl)cc21)NCCCN1CCOCC1 | i | 2.6% | 0.0 | -1.3% | -1.6% | -0.2% | 0.1% | 10.3% | 5.5%
C[C@H](CO)N1C[C@H](C)[C@@H](CN(C)S(=O)(=O)c2ccccc2C#N)OCc2cnnn2CCCC1=O | i | 4.7% | 1.0 | -9.8% | nt | nt | 0.1% | nt | -2.6%
Cc1ccc(-c2nc(CSCC(=O)NC3CCN(Cc4ccccc4)CC3)c(C)o2)cc1 | i | 11.2µM* | -0.8 | 12.4% | 1.1% | -8.9% | -0.9% | 1.1% | -10.2%
COc1cc(/C=C2/SC(=S)N(C)C2=O)ccc1OC(=O)c1ccco1 | i | 14.8% | -0.3 | -3.7% | 0.1% | 1.3% | 3.3% | 3.0% | 11.8%
O=C(CN1CCNCC1)Nc1ccccc1Cl | i | -7.9% | -2.7 | 11.7% | 4.2% | -3.2% | 0.2% | 7.7% | -7.1%
Oc1nc(Nc2ccc(Cl)cc2Cl)sc1/C=C1\C=Nc2ccccc21 | i | -4.5% | -0.5 | 2.2% | -0.1% | 2.3% | 0.4%[9.22 µM] | 0.9% | 18.6%
Cc1csc(SCc2nnc(-c3ccccc3Br)o2)n1 | i | -7.4% | -6.6 | -10.8% | -0.7% | -1.8% | 1.9% | ? | 0.6%
CCOc1cc(C#N)c(NC(=O)Cn2nnc3ccccc32)cc1OCC | i | 11.4% | -0.2 | -0.4% | 0.8% | -3.8% | 0.4% | -4.0% | -7.5%
CCO[C@H]1OC(C(=O)N2CCN(Cc3ccc4c(c3)OCO4)CC2)=C[C@@H](c2cn(C(C)=O)c3ccccc23)[C@@H]1CCCO | i | ? | -1.3 | -15.0% | nt | -12.3% | -0.9% | -16.2% | 12.8%
O=C(O)C1C2CCC(O2)C1C(=O)Nc1ccccc1Br (stereo not given) | i | -5.6% | -1.8 | 0.7% | -1.0% | -5.8% | 2.0% | -0.4% | 1.3%
CSCCCN1CCCC(CO)(Cc2ccc(F)cc2)C1 (stereo not given) | i | 3.7% | -4.4 | -3.3% | 0.2% | 13.4% | -0.7% | 5.7% | 0.9%
CC1CCCCC1NC(=O)C1CC(=O)N(Cc2ccccc2)C1 (stereo not given) | i | -2.9% | -0.8 | -1.1% | 0.4% | -10.1% | 0.1% | -2.5% | -1.5%
NC(=O)COc1cc2oc(=O)c3c(c2cc1Cl)CCCC3 | i | 1.3% | 1.1 | 0.0% | 0.1% | 1.6% | -0.3% | ? | 0.8%
CCOC(=O)N1CCN(C(=O)CSc2nnc(-c3cccc(OC)c3)o2)CC1 | i | 10.7% | -0.2 | 9.2% | 0.4% | -0.7% | 0.0% | -11.5% | -1.7%
CC1=C(C(=O)OC(C)(C)C)C(c2ccc(Br)cc2)NC(=O)N1CCCC(=O)O (stereo not given) | i | 0.9% | -0.2 | -4.0% | -0.2% | -6.0% | -0.6% | 0.1% | 3.8%
COc1c(C)cc(C(O)c2ncc(-c3ccccc3C(F)(F)F)[nH]2)cc1C (stereo not given) | i | -19.5% | 1.4 | -14.6% | nt | nt | 2.7% | nt | 4.4%
CCCC(=O)Nc1nc(-c2ccccc2)c(CC)s1 | i | 7.8% | 1.0 | -2.5% | 4.2% | -0.4% | 25.1% | -5.0% | 8.6%
Cc1ccc(CN2CC(C(=O)N(CC(C)C)c3c(N)n(Cc4ccccc4)c(=O)[nH]c3=O)CC2=O)cc1 (stereo not given) | i | -10.6% | -0.1 | 11.9% | nt | -2.6% | -0.5% | 11.7% | -5.0%
Cc1ccc2cc(-c3noc(C(C)(C)C)n3)c(=O)[nH]c2c1 | i | ? | -1.8 | -1.1%[57.1 µM] | 0.7% | -0.1% | -0.1% | 5.3% | -0.4%
COc1ccc(C(=O)NCCc2nc3ccccc3[nH]2)cc1 | nt | -10.2% | nt | nt | nt | 1.1% | 4.2% | -33.8% | nt
COc1cc2nc(C(C)(C)C)oc(=O)c2cc1OC | i | 10.5% | -4.2 | -1.1% | -1.3% | -5.4% | -0.8% | -0.3% | 5.5%
CN(C)c1ccc(/C=C2\Oc3ccc(C#Cc4cccc(N)c4)cc3C2=O)cc1 | i | -0.9% | 1.4 | 15.0% | 2.1% | ? | 0.6% | ? | -5.0%
CCOCC(=O)N1CCCC(C(=O)OCC)C1 (stereo not given) | i | 8.9% | 1.6 | -3.7% | -0.1% | 0.9% | -0.2% | nt | 7.1%
CCOC(=O)c1c(C)c(C(=O)NCCOC)c(C)n1CC | i | -2.7% | -2.8 | 3.6% | 0.5% | -4.5% | 0.2% | 2.4% | 0.8%
CCOc1ccc(CCNC(=O)c2ccc(C)c(S(=O)(=O)N3CCOCC3)c2)cc1OCC | i | ? | -5.0 | -20.1% | nt | -4.8% | 2.9% | ? | -0.6%

Screens: PubChem, National Center for Advancing Translational Sciences (NCATS)
